Source: PubChem BioAssay
GLP1R cytotox – qHTS of GLP-1 Receptor Inverse Agonists: Cytotox Screen. HEK293 cAMP-luciferase reporter cells, luminescence, 24 h. Potency, µM (series often up to 38.3 µM), inactives show at the top dose activity change, negative = inhibition, most hits filed as inhibitors. 0.13% of 410,000 active. AID 624418, 2012;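 note: loss of luciferase light is scored as toxicity; % is set by controls: 0 for no effect and ±100 for the full control effect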
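Seeding density was 200 cells/uL; after overnight-length (12 h) culture, 23 nL compounds went on for 24 h at 37 °C. Readout used a luciferase detection reagent, luminescence taken after 12 min at room temperature.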
GLP-1R agonist – qHTS of GLP-1 Receptor Agonists | Glucagon-like peptide 1 receptor (Homo sapiens), P43220 | 0.007% of 380,000 active | HEK293 GLP-1R CRE-luciferase, luminescence, 4-6 h; cells express a hypersensitive GLP-1R form | Potency, µM (series often up to 45.6 µM), for inactives: at the highest dose activation, usual class: activators; note: % of control where 0% means no effect
Target sequence (P43220 whole entry, looked up): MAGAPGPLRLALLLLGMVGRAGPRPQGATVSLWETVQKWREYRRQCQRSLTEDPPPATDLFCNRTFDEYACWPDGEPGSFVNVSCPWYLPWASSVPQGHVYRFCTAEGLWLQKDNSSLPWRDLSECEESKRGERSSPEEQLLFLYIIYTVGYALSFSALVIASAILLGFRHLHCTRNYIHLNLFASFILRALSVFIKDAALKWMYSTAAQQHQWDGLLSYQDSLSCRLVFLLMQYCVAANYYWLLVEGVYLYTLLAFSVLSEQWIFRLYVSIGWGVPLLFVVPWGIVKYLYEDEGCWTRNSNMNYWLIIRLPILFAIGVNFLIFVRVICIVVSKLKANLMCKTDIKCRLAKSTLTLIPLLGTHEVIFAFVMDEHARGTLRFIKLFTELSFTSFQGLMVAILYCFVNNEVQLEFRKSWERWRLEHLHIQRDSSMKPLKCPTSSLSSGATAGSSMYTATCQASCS
HT1080 IDH1KD tx – qHTS for induction of synthetic lethality in tumor cells producing 2HG: qHTS for the HT-1080-IDH1KD cell line; HT-1080 IDH1 knockdown viability, ATP luminescence, 48 h; Potency, µM (doses to about 46.1 µM), for the others: top-dose activity, negative = toxicity, hits mostly cytotoxic; 2% of 360,000 active;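 note: 0% = DMSO wells and -100% = cell-free medium wells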
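In this qHTS, HT-1080 cells depleted of IDH1 are exposed for 48 h at 37 °C to compound titrations. Toxicity is scored from CellTiter-Glo luminescence, with DMSO as full viability and medium alone as none.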
KB-V1 cytotox – qHTS assay for MDR1-selective chemotherapeutics: Primary screen using the drug-selected MDR subline cells KB-V1; 3.4% of 400,000 active; KB-V1 MDR cells viability, CellTiter-Glo, 72 h; AID 1347076, 2019; Potency, µM (doses to about 46.1 µM), without a hit: at the top dose activity change, negative = cytotoxicity, actives largely listed as cytotoxic; note: % is set by controls: 0 for no effect and ±100 for the full control effect; nearly all actives have a fitted effect of over 60% in size
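qHTS viability screen in drug-selected KB-V1 MDR cells: 72 h compound treatment at 37 degrees C, ATP luminescence end point.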
HT1080-NT tox – qHTS for induction of synthetic lethality in tumor cells producing 2HG: qHTS for the HT-1080-NT fibrosarcoma cell line. HT-1080-NT fibrosarcoma viability, CellTiter-Glo ATP luminescence, 48 h. Potency, µM (titrated, usually from 46.1 µM), for inactives: at the highest dose activity, negative = less viability, usual class: cytotoxic. 1.6% of 360,000 active. AID 686970, 2013;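 note: NT is the 2HG producing partner of a matched IDH1 knockdown line; 0% = DMSO-treated cells and -100% = media-only wells without cells; nearly all actives have a fitted effect of over 55% in size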
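HT-1080-NT fibrosarcoma cells (2HG-overproducing), 750 cells/well in RPMI with 5% FBS, dosed after 2 h and incubated 48 h at 37C. CellTiter-Glo luminescence normalized to DMSO and no-cell wells; concentration-response curves fitted and classed.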
TDP43 rescue – qHTS of TDP-43 Inhibitors; AID 652104, 2013; TDP-43 expressing yeast growth rescue, BacTiter-Glo, 24 h; 1.8% of 410,000 active; Potency, µM (doses to about 46.1 µM), for the others: top-dose growth rescue (activation), actives largely listed as activators; note: % of control where 0% means no effect; nearly all actives have a fitted effect of over 50% in size
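Cell-based yeast growth screen: TDP-43 expression induced in galactose, inoculum OD600=0.02 after raffinose pregrowth to mid-log. Read-out BacTiter-Glo luminescence at 24 hr, 30 deg C; inhibition of toxicity seen as signal increase.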
GLP1R inv ag – qHTS of GLP-1 Receptor Inverse Agonists (Inhibition Mode) | HEK293 GLP-1R CRE-luciferase, luminescence, 24 h; GLP-1R form is constitutively active | Potency, µM (titrated, usually from 38.3 µM), for the others: at the highest dose activity change, negative = inhibition, most hits filed as inhibitors | 1.6% of 410,000 active; note: % is set by controls: 0 for no effect and ±100 for the full control effect; nearly all actives have a fitted effect of over 55% in size
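Inverse agonism was detected as reduced cAMP-driven luciferase luminescence after 24 h compound treatment. The cells were HEK293 clones expressing constitutively active human GLP-1R with the reporter. Reporter-only and GPR119 cell lines served as counterscreen controls.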
SW480 rereplic – A quantitative high throughput screen for small molecules that induce DNA re-replication in SW480 colon adenocarcinoma cells | SW480 DNA re-replication, Hoechst DNA content imaging, 48 h | Potency, µM (series often up to 46.1 µM), without a hit: top-dose re-replication activation, most hits filed as activators | 1.8% of 340,000 active | AID 624297, 2012; note: % of control where 0% means no effect; nearly all actives have a fitted effect of over 55% in size
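SW480 cells exposed to compounds for 48 hr at 37 C, 5% CO2, then Hoechst-stained 40 min. Nuclear DNA content imaged by fluorescence scanning (405 nm excitation, 500-530 nm emission); re-replication scored as increased high-intensity nuclei.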
KB-3-1 cytotox – qHTS assay for MDR1-selective chemotherapeutics: Primary screen using the parental adenocarcinoma cell KB-3-1; KB-3-1 viability, CellTiter-Glo ATP luminescence, 72 h; 1.4% of 400,000 active; Potency, µM (doses to about 46.1 µM), for inactives: top-dose activity change, negative = cytotoxic, usual class: cytotoxic; AID 1347075, 2019; note: % is set by controls: 0 for no effect and ±100 for the full control effect; nearly all actives have a fitted effect of over 60% in size
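Luminescent ATP read-out (CellTiter-Glo) measures survival of drug-naive KB-3-1 cells after 72 h compound exposure at 37 °C. Titration series was screened from lowest to highest concentration, with DMSO vehicle plates as background controls.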
Starred values were filed as active, the others as inactive; u = inconclusive; x = not tested or not shown; [ ] = dose if it differs, or a comment. Calls come from the whole dose curve; as a rule, active = well fitted curve in the direction sought with a large enough effect; inconclusive = small, poorly fitted or top-dose-only effect, or another doubt; inactive = no such curve, though single readings can be large; an effect the other way counts as inactive or inconclusive. Potency is the fitted concentration of half-maximal effect.

SMILES | TDP43 rescue | HT1080 IDH1KD tx | KB-V1 cytotox | SW480 rereplic | GLP1R inv ag | HT1080-NT tox | KB-3-1 cytotox | GLP1R cytotox | GLP-1R agonist
CCOC(=O)[C@]12CCC=C1N(Cc1cccc3ccccc13)C(=O)[C@H](CC(=O)NCCc1ccccc1OC)C2 | 19.8% | -15.5% | 14.6µM* | x | u | -23.1% | u | 0.6% | -0.7%
Cc1ccc(/C=C/c2ccc(=O)n(Cc3ccc(F)cc3)n2)cc1 | u | u | 8.4% | -7.1% | u | -21.5% | 8.1% | 2.2% | 5.0%
CC(C)CNC(=O)C(=O)NCc1ccccn1 | 23.7%[9.22 µM] | -0.5% | 7.6% | -3.0% | -12.2%[7.66 µM] | 3.9% | 2.7% | -6.1%[7.66 µM] | 1.2%
Cc1cc(-c2nc(C)c(-c3nnc(SCC(=O)Nc4ccccc4)n3C)s2)no1 | -5.5% | 10.2% | -27.2% | -1.5% | -2.0% | -3.3% | 12.2% | 5.0% | 2.4%
CNC(=O)c1ccc(Nc2nnc(-c3ccc(O)cc3)c3ccccc23)cc1 | -20.6% | 13.6% | u | u | 35.3%[activator] | 17.2% | -1.1% | -17.5% | -3.4%
CCOC(=O)c1nnn(-c2nonc2N)c1CN(CC)CC | -15.2% | 4.0% | u | -1.9%[9.22 µM] | 13.5% | -0.4% | 3.4% | 22.2% | 1.2%
COc1ccccc1NS(=O)(=O)c1cc([N+](=O)[O-])ccc1N/N=C/c1c(C)[nH]c2ccccc12 | -11.6% | -14.2% | -2.2% | 11.8% | 0.0% | -24.7% | 16.1% | -19.1% | 2.6%
CN1CCN(c2nc3cc(C(F)(F)F)ccc3n3cccc23)CC1 | -6.6% | 23.1µM* | u | -5.6% | u | u | -7.9% | 4.3% | 29.7%
CC(=O)Nc1ccc(NC(=O)C(C)OC(=O)CCc2c[nH]c3ccccc23)cc1 (stereo not given) | 9.4% | 11.1% | -4.1% | 0.1% | 7.8% | 0.2% | 2.7% | 12.9% | -2.8%
Cc1ccc(Nc2nc(NCCCN3CCOCC3)nc(N)c2[N+](=O)[O-])cc1C | -2.7% | -0.1% | -3.6% | -0.7% | -1.7% | 5.5% | -19.6% | -8.6% | 3.5%
Cc1ccc2c(CN3CCC(C)CC3)cc(=O)oc2c1C | -0.7% | 20.8% | -0.7% | 4.7% | u | 18.6% | -2.2% | 3.9% | 23.8%
Cc1cc(C)cc(OCC(=O)N/N=C/c2ccncc2)c1 | -18.8% | 0.5% | u | 1.1% | -2.5% | -1.3% | -1.9% | 6.9% | 4.6%
CN(C)S(=O)(=O)c1ccc(-c2csc(N/N=C/c3ccc(O)cc3)n2)cc1 | -8.4% | 4.11µM* | 14.6µM* | -80.4%[inhibitor] | -93.8% | 9.2µM* | 20.6µM* | u | -5.7%
O=C1NC[C@@H](CCCCN2CCN(CCc3ccc(O)cc3)C(=O)C2=O)N(CCc2ccc(O)cc2)C1=O | 9.6% | 24.9% | -19.4% | x | 12.5% | 25.1% | 18.5% | -4.3% | 1.1%
Cc1cc(Br)cn2c(Cc3ccccc3)c(-c3ccc(F)cc3)nc12 | 11.9% | -0.1% | 10.3% | x | u | -14.8% | 0.0% | -1.6% | 15.8%

An excerpt of these results, with values under each structure.
Value order – TDP43 rescue, HT1080 IDH1KD tx, KB-V1 cytotox, SW480 rereplic, GLP1R inv ag, HT1080-NT tox, KB-3-1 cytotox, GLP1R cytotox, GLP-1R agonist
Cc1ccc2c(CN3CCC(C)CC3)cc(=O)oc2c1C
 : -0.7%, 20.8%, -0.7%, 4.7%, u, 18.6%, -2.2%, 3.9%, 23.8%
Cc1cc(C)cc(OCC(=O)N/N=C/c2ccncc2)c1
 : -18.8%, 0.5%, u, 1.1%, -2.5%, -1.3%, -1.9%, 6.9%, 4.6%

Additional structures.
SMILES | TDP43 rescue | HT1080 IDH1KD tx | KB-V1 cytotox | SW480 rereplic | GLP1R inv ag | HT1080-NT tox | KB-3-1 cytotox | GLP1R cytotox | GLP-1R agonist
COc1ccc(CC(=O)NNC(=O)COc2ccc(C)cc2)cc1S(=O)(=O)N1CCOCC1 | -10.0% | -8.7% | -0.7% | -91.5%[inhibitor] | -12.8% | -10.0% | -4.6% | -3.6% | 0.4%
CCN(C(=O)CSc1nnc(-c2ccncc2)o1)c1ccccc1 | -1.8% | -5.4% | 2.6% | u | 29.1% | -7.9% | 0.0% | 12.4% | -0.4%
COC(=O)c1c(-c2ccc(Cl)cc2)noc1N1CCN(c2ccc(C(C)=O)cc2)CC1 | 4.3%[9.22 µM] | x | u | x | 3.4% | x | 8.9% | 2.0% | x
COc1ccccc1CN1C2CCCC1CC(NC(=O)/C=C/c1ccccc1)C2 (stereo not given) | -10.4% | -25.0% | -16.7% | 3.9% | 10µM* | -14.7% | -1.6% | u | -0.8%
COc1cccc(NC(=O)c2cnc(SC)nc2)c1 | 0.5% | -22.9% | -6.3% | 0.9% | 2.7% | -12.4% | 8.9% | 3.1% | -1.6%
CCN(CC)CCCNC(=O)CNC(=O)c1nn(-c2ccc(OC)c(OC)c2)c(=O)c2ccccc12 | -17.4% | 4.8% | -12.3% | -0.6% | 3.4% | -6.6% | 2.0% | -28.5% | 0.8%
CCCOc1ccc(N2C(=O)CC(N(CCOC34CC5CC(CC(C5)C3)C4)C(C)=O)C2=O)cc1 (stereo not given) | 0.0% | -3.3% | u | 0.5% | -5.7%[0.307 µM] | -2.6% | -2.8% | -2.8%[0.307 µM] | -4.2%
O=C(NNC(=O)c1ccccc1F)c1cccc(Cl)c1 | 6.9% | -0.5% | u | -2.7% | 0.0% | 15.7% | -2.3% | -6.5% | -10.9%
O=C(NCC1CC1)c1cccs1 | 12.7% | 11.4% | -3.5% | x | 23.9% | 18.3% | -0.1% | -9.0% | -3.6%
COc1ccccc1CNc1nc(-c2ccco2)nn1S(C)(=O)=O | 5.4% | x | 2.7% | x | 24.1% | x | 1.2% | 0.9% | x
COC(=O)c1ccccc1NC(=O)CNCCc1ccc(OC)c(OC)c1 | -17.0% | 7.6% | u | -2.9% | 35.1% | 17.7% | 12.1% | -0.3% | 19.4%
Cc1ccc(Cn2c(SCC(=O)NCC3CCCO3)nc3c(sc4ccccc43)c2=O)cc1 (stereo not given) | 7.9% | -3.5% | 11.7% | -0.6% | 4.6% | -2.3% | 4.7% | 0.5% | -8.6%
Cc1cn([C@H]2C[C@H](O)[C@@H](CCC(=O)NCC(c3ccccc3)c3ccccc3)O2)c(=O)[nH]c1=O | 16.1% | 13.0% | 13.8% | x | 13.8% | 7.4% | 0.0% | 2.1% | 0.1%
Cc1ccc(S(=O)(=O)NC(C)C(c2cccs2)N2CCN(C)CC2)cc1 (stereo not given) | -14.4% | 0.5% | 1.1% | 2.7% | u | -9.7% | -1.0% | -0.1% | -1.7%
Cc1cc(C)nc(NC(=O)c2c(-c3c(Cl)cccc3Cl)noc2C)n1 | 2.4% | 2.7% | -7.0% | 0.6% | 10.8% | 2.5% | -4.0% | 1.4% | -2.8%
Cc1ccc(C(C)C)c(OCC(=O)OCC(=O)NC2CCS(=O)(=O)C2)c1 (stereo not given) | 18.9% | 12.1% | u | -7.1% | -5.7% | -4.1% | -7.0% | -7.8% | -9.5%
CCc1cccc(CC)c1N(COC)C(=O)Cn1nnc2ccccc21 | 10.8% | -4.3% | -11.4% | -0.6% | u | -4.5% | -0.5% | 4.9% | 11.4%
C=CCOc1ccc(/C(CC)=N/O)c(OC)c1 | u | 0.8% | u | -17.7% | 72.8%[activator] | 1.5% | u | 2.3% | 6.2%
COc1cc(OC)cc(-n2nnnc2SCC(=O)Nc2ccc(C(C)=O)cc2)c1 | 6.7% | 3.2% | 24.2% | -4.0% | 4.5% | 0.3% | 6.6% | -5.6% | -5.8%
Cc1cc(Nc2ccc(O)cc2)n2c(nc3ccccc32)c1C#N | x | -12.8% | 9.9% | -19.6%[1.84 µM] | 2.0% | -12.3% | -8.3% | 15.0% | 6.8%
O=C(COC(=O)CNC(=O)c1cccc(OC(F)F)c1)NNC(=O)c1ccccc1 | 10.5% | -4.1% | u | -18.0% | 7.0% | 0.9%[9.24 µM] | -9.9% | 3.3% | 0.5%
CC(C)(C)OC(=O)[C@H]1[C@H](c2ccc([N+](=O)[O-])cc2)C2(C(=O)c3ccccc3C2=O)C2c3ccccc3C=NN21 (stereo not given in full) | u | -27.7% | -19.4% | 2.8% | u | -9.0% | -22.8% | 3.1% | -0.7%
Cn1nc(SCc2ccccc2)c(=O)[nH]c1=O | 4.8% | -8.9% | 1.1% | x | 2.2% | -18.8% | -4.5% | -5.5% | -2.1%
O=C1CC(NS(=O)(=O)c2cccs2)CN1c1ccc(F)cc1 (stereo not given) | -6.9% | 11.1% | u | u | 29.1% | 16.5% | 0.1% | 3.1% | 7.8%
OCCn1c(SCCOc2ccccc2F)nc2ccccc21 | 24.9% | -2.3% | -8.0% | -3.5%[9.22 µM] | u | -13.4% | 24.7% | -5.5% | 7.7%
Cc1cc(NC(=O)CCN2CCCCC2)ccc1Br | 16.1% | -13.9% | 0.4% | 1.6% | u | -27.2% | -3.1% | -6.2% | -5.2%
CC(CNC(=O)CCC(=O)N1CCOc2ccc(Cl)cc21)c1ccccc1 (stereo not given) | -10.9% | -8.4% | -25.6% | 1.4% | u | -6.1% | 11.2% | 3.5% | 14.7%
Cc1[nH]c2ccccc2c1C(=O)C(C)OC(=O)c1ccc([N+](=O)[O-])o1 (stereo not given) | -31.0%[inhibitor] | u | u | u | 13.6% | u | u | 10.5% | 8.8%
CCCCCn1c(-c2cccc(C)c2)nc2ccccc21 | u | x | -5.9% | x | u | x | -7.8% | 5.6% | x
